Bioassay records from PubChem.
PrPC TRFRET = inhibitors of human cell surface prion protein PrPC; P04156; TR-FRET read-out; inhibition, % at 13.8 µM; 370,000 tested, 0.43% active; in the data active = inhibition above about 24%; also: 0% = median of the test wells and 100% = reference compound wells
PfHsp40 rescue = restores yeast growth despite PfHsp40 toxicity; growth rescue, % at 12.5 µM; 340,000 tested, 0.68% active; S. cerevisiae expressing PfHsp40, growth rescue, ATP luminescence; AID 504582; in the data active = growth rescue above about 28%, passing the limit was not always enough; inconclusive = no clear call, values can overlap the other calls;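 also: yeast W303a lacking pdr1 and pdr3 grown in galactose medium; growth measured after three days at 30 °C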
CCHF vOTU inh = CCHFV vOTU protease inhibition | Pep-AMC fluorescence | inhibition, % at 11.5 µM | 370,000 tested, 0.55% active; in the data active = inhibition above about 30%; also: 0% = vehicle wells with enzyme and 100% = no enzyme wells
Anthrax LF inh2 = anthrax lethal factor protease inhibition; P15917; inhibition, % at 10 µM; 360,000 tested, 0.12% active; multiplex microsphere protease cleavage assay, LF; AID 588501; also: plate controls were buffer without enzyme for full effect and enzyme alone for no effect
Target sequence (P15917 whole entry, looked up): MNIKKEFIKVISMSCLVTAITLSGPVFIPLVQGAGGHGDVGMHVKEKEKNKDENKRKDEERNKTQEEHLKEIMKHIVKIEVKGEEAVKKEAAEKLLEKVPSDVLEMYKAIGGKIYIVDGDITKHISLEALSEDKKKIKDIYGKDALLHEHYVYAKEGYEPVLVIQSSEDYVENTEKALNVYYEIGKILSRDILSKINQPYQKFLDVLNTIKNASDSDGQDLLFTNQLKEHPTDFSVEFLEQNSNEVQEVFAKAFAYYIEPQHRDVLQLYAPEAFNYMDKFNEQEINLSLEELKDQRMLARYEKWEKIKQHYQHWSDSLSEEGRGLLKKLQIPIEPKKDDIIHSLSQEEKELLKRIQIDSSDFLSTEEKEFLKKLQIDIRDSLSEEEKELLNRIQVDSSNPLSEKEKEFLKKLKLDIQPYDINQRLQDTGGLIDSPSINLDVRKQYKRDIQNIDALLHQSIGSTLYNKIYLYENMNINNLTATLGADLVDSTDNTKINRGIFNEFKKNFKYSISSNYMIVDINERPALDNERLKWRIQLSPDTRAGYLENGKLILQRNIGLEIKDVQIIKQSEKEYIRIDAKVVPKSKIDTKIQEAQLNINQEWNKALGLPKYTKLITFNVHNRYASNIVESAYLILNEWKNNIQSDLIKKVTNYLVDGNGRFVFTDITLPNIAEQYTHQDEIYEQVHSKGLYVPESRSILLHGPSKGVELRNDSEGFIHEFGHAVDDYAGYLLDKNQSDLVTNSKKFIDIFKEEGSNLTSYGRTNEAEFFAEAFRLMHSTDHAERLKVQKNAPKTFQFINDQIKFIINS
BoNT-A LC inh2 = inhibitors of Botulinum neurotoxin A light chain protease | multiplex microsphere protease substrate cleavage, flow cytometry | inhibition, % at 10 µM | 360,000 tested, 0.17% active | AID 588499; also: plate controls were buffer without enzyme for full effect and enzyme alone for no effect
TcdB GH inh = TcdB glycohydrolase inhibition; 350,000 tested, 0.24% active; P18177; TcdB glycohydrolase enzymatic assay, plate reader; inhibition, % at 9.99 µM; in the data active = inhibition above about 10%
BoNT F protease = inhibitors of Botulinum neurotoxin F light chain protease; AID 588497; Multiplex microsphere protease cleavage assay, flow cytometry; 360,000 tested, 0.22% active; inhibition, % at 10 µM; in the data active = inhibition above about 35%, passing the limit was not always enough; inconclusive = no clear call, values can overlap the other calls; also: plate controls were buffer without enzyme for full effect and enzyme alone for no effect
Yp Topo-I inh = Y. pestis Topo-I inhibition via cleavage products. Y. pestis Topo-I cleavage product accumulation, plate reader. activity, % at 10 µM. AID 504884. 360,000 tested, 0.064% active; in the data active = activity above about 50%, passing the limit was not always enough; inconclusive = no clear call, values can overlap the other calls; also: inactives centre near 2
FadD28 binding = inhibitors of Mycobacterium tuberculosis FadD28 bisubstrate binding; FadD28 bisubstrate probe binding, fluorescence polarization; inhibition, % at 12.5 µM; 360,000 tested, 0.22% active; in the data active = inhibition above about 8.5%, passing the limit was not always enough; inconclusive = no clear call, values can overlap the other calls
* = called active by the depositor; u = inconclusive; x = no result given; & = joins results of further samples. Rule as the data show it, unless noted: active = inhibition above about 30%; inconclusive = no clear call, values can overlap the other calls; inactive = below that.

SMILES	PrPC TRFRET	PfHsp40 rescue	CCHF vOTU inh	Anthrax LF inh2	BoNT-A LC inh2	TcdB GH inh	BoNT F protease	Yp Topo-I inh	FadD28 binding
OCCOCCNc1ncnc2nc[nH]c12	-1	-1.0	-6	-10	0.0	-0.6	-13	-2	-3.4
COc1cccc(N(C(=O)Cn2nnc(-c3ccc(C)o3)n2)C(C(=O)NC(C)(C)C)c2cccs2)c1 (configuration not stated)	-3	-0.7	2	6	-0.6	x	5	-8	-0.5
O=C(COC(=O)c1cc(S(=O)(=O)N2CCCCC2)ccc1Cl)NC1CCCCC1	-1	x	4	2	-0.1	0.7	0	21	-3.6
CCO[C@H]1OC(C(=O)N2CCN(Cc3ccc4c(c3)OCO4)CC2)=C[C@@H](C2CCCCC2)[C@@H]1CCCO	4	2.4	16	1	0.0	0.7&0.7	6	22	-0.1
CCN(CC(=O)N1CCN(Cc2ccccc2)CC1)S(=O)(=O)c1ccc(C)cc1	2	-1.2	-8	1	-0.5	0.3	-13	18	1.6
O=C(Nc1nnc(SCc2ccc(F)cc2)s1)c1cccnc1Cl	11	-1.3	4	1	0.3	-0.6	-1	7	-0.1
CCC(C)C(=O)Nc1ccccc1N1CCN(c2ccc(F)cc2)CC1 (configuration not stated)	4	1.4	-4	25	3.5	2.2	u	35	-2.7
O=C(N1CCOCC1)N(Cc1ccccc1)c1ccccn1	3	-1.8	10	-1	-0.4	x	7	0	-4.4
CCc1cc(S(N)(=O)=O)cc(CC)c1NC(C)=O	0	0.0	-9	-10	0.7	0.3	-6	5	-0.9
COc1ccc(-c2ccc3nnc(SCC(N)=O)n3n2)cc1	-2	0.8	-16	-4	-0.2	0.7	4	4	-4.8
COc1cc(C(=O)N2CCN(CC(O)COc3ccccc3)CC2)cc(OC)c1OC (configuration not stated)	5	0.7	8	2	-3.2	1.2	u	-4	-2.6
CCN1CCN(C(=S)Nc2cccc(Cl)c2)CC1	-2	-0.8	-18	-2	0.7	0.8	-5	-3	-3.3
CCC(=O)c1cc2c(cc1NC(=O)c1cccs1)OCCO2	0	-0.3	-11	-1	-0.3	1.2	1	12	1.0
CCCCn1c(N)c(N(CCOC)C(=O)c2cc(CC)c(C)s2)c(=O)[nH]c1=O	-2	-0.1	1	-5	-21	-3.0	-29	11	0.2
O=[N+]([O-])/C=C/c1c(Cl)cccc1Cl	0	-0.3	-14	0	0.0	1.3	-3	-2	-2.0

Among those listed so far, these have fluorine.
SMILES	PrPC TRFRET	PfHsp40 rescue	CCHF vOTU inh	Anthrax LF inh2	BoNT-A LC inh2	TcdB GH inh	BoNT F protease	Yp Topo-I inh	FadD28 binding
O=C(Nc1nnc(SCc2ccc(F)cc2)s1)c1cccnc1Cl	11	-1.3	4	1	0.3	-0.6	-1	7	-0.1
CCC(C)C(=O)Nc1ccccc1N1CCN(c2ccc(F)cc2)CC1 (configuration not stated)	4	1.4	-4	25	3.5	2.2	u	35	-2.7

(continued)
SMILES	PrPC TRFRET	PfHsp40 rescue	CCHF vOTU inh	Anthrax LF inh2	BoNT-A LC inh2	TcdB GH inh	BoNT F protease	Yp Topo-I inh	FadD28 binding
CSc1ccccc1OCc1cc(C(=O)N2C[C@H]3CC[C@H]2C3)no1	3	0.0	-7	0	-1.8	1.9	-5	33	0.7
C#CCOCCOCCOCCNc1nc(N2CCN(C(=O)[C@H](CCC(=O)O)n3cc(C(N)CC(C)C)nn3)CC2)nc(N2CCN(C(=O)[C@H](Cc3cc4ccccc4[nH]3)n3cc(C(N)[C@H](C)CC)nn3)CC2)n1 (some centres not stated)	x	0.2	x	-7	-0.4	x	-5	6	-1.8
C=CCn1c(SCC(=O)Nc2c(C)n(C)n(-c3ccccc3)c2=O)nnc1-c1cccnc1	5	-1.3	-1	3	0.1	-2.7	1	-12	-1.0
C=C(C)CSc1nnc2n(C)c(=O)c3c4c(sc3n12)CCC4	6	0.7	0	-4	0.8	x	10	-1	-0.2
Cc1cccc2cc(CN(Cc3ccco3)C(=O)c3cccs3)c(=O)[nH]c12	-1	-1.8	9	-3	-0.1	x	-4	11	-3.0
Cc1ccc(OC(=O)N(C)C[C@@H]2OCc3cn(nn3)CCCC(=O)N([C@H](C)CO)C[C@H]2C)cc1	5	x	11	-2	0.1	0.8&-0.8&-0.2	-1	2	-2.0
CCN1CCN(CCCN(Cc2cccs2)C(=S)Nc2ccccc2C)CC1	-8	1.3	-1	0	0.4	-0.5	-4	-4	-0.6
Cc1ccc(C2=CC(=O)C[C@H](c3ccc(F)cc3)C2)cc1	8	15	16	1	-0.2	-6.8	-4	44	-1.2
COc1ccc(N(CC(=O)N/N=C/c2ccco2)S(=O)(=O)c2ccccc2)cc1Cl	-2	1.0	2	-10	0.3	1.0	-2	24	-6.9
CCn1c(SCC(=O)N(C)CC(=O)Nc2ccc(F)c(F)c2F)nnc1-c1ccco1	4	0.7	-10	3	2.6	-0.1	9	5	-2.0
C[C@@H]1CN([C@@H](C)CO)C(=O)Cc2cc(NS(=O)(=O)c3ccccc3)ccc2O[C@H]1CN(C)S(C)(=O)=O	7	2.5	7	7	0.4	1.8	-6	0	-2.1
Cc1ccc(Sc2c(O)c3ccccc3n(C)c2=O)cc1	45*	1.0	-8	-2	-0.1	-1.9	-4	0	-0.7
Cc1noc(C)c1NC(=O)N(C)C[C@H]1Oc2c(NC(=O)Nc3ccccc3)cccc2C(=O)N([C@H](C)CO)C[C@@H]1C	4	-1.3	-6	-2	0.8	0.3	2	10	-0.3
Cc1ccc(C)c(OCC(=O)Nc2ccccc2C(=O)N2CCOCC2)c1	-3	0.5	-1	2	3.4	0.6	6	3	-2.9
CC(C(=O)Nc1ccccc1C#N)N1C(=O)NC2(CCCCCC2)C1=O (configuration not stated)	0	0.0	-1	-2	-2.9	2.5	6	4	0.1
Cc1nc2ccc(NC(=O)C3=NN(C)C(=O)CC3)cc2s1	-5	0.2	6	-6	-5.5	-0.2	-6	4	x
Cc1c(C(=O)Nc2nnc(C3CC3)s2)oc2c(Cl)cccc12	-1	-0.1	-2	x	x	1.4	x	1	-1.5
O=C1c2ccccc2C(=O)N1c1ccc(Cl)cn1	-4	1.2	-9	0	0.6	x	-12	-2	-2.6
O=[N+]([O-])c1cc([N+](=O)[O-])c2oc(-c3ccccc3)c(Br)c2c1O	x	9.8	x	11	-1.0	x	14	-25	26*
COCCOC(=O)c1[nH]c2c(c1C)C(=O)CC(c1ccc(F)cc1)C2 (configuration not stated)	7	-1.9	4	-6	-0.2	1.0	3	-11	-2.8
COc1c(Br)cc(C(N)=O)cc1OCc1ccccc1	-2	-0.9	-3	-1	0.2	1.2	-6	5	-7.3
COc1ccc(CCC(=O)c2ccc(OC)cc2)cc1	5	x	-3	-5	0.8	-0.8	-9	9	-2.2
OC(CNC1CCCC1)COc1ccc(Cl)cc1 (configuration not stated)	-6	-0.4	-5	-4	-0.7	0.8	-24	-1	-4.3
CC(=O)N1c2ccccc2Oc2cc3ccccc3cc21	3	6.3	-10	-5	0.7	x	-7	5	-13
CCN(Cc1nc2cc(Cl)ccc2c(=O)[nH]1)C(=O)CN1C(=O)NC2(CCCCC2C)C1=O (configuration not stated)	9	-0.9	-4	x	x	3.3	x	-1	-1.7
CC(C)c1ccc(/C=C2\SC(=O)N(CC(=O)NCCCn3ccnc3)C2=O)cc1	-8	-0.7	13	-4	-1.6	1.2	-4	31	-0.3
CNc1nc(SC)nc2ccsc12	-3	0.6	4	2	-0.1	x	-5	1	-2.1
O=C(NNC(=O)c1ccc(NC(=O)c2ccccc2)cc1)c1ccc(F)cc1	-3	-0.9	22	3	-0.3	-0.5	-6	1	-4.5
COc1ccc(CCNC(=S)N2CCN(S(=O)(=O)c3ccccc3)CC2)cc1	4	-1.3	18	0	-2.8	-0.3	-12	10	-1.4
Cc1ccc2nc(-c3ccc(NC(=O)CNC4CC4)cc3)sc2c1	-7	4.1	-4	2	1.0	0.5	-3	-7	-2.4
O=C(N/N=C/c1cccnc1)c1cccc(S(=O)(=O)Nc2cccc(Cl)c2)c1	-2	0.8	11	1	-1.3	5.8	1	2	-2.2
CC1CCN(S(=O)(=O)c2ccc(C(=O)Nc3nnc(-c4ccccn4)o3)cc2)CC1	-7	-1.6	11	0	-1.1	0.2	-8	3	-3.8
COc1cccc(COC(=O)Nc2ccccc2)c1OC	-5	x	-3	6	-0.5	0.3	-8	x	-3.6
CC(=O)COc1ccc2c(C)c(C)c(=O)oc2c1	5	-0.2	-29	-1	0.2	x	-14	-4	-1.3
Cc1n[nH]c(=O)c2c(NC(=O)COC(=O)/C=C/c3cccc(C(F)(F)F)c3)oc(C)c12	-8	-1.7	4	-2	0.3	-1.4	0	-4	-1.8
CCCCc1nnc(NC(=O)C2CCCO2)s1 (configuration not stated)	4	-0.9	-8	0	2.7	x	24	-2	-1.1
Cc1ccccc1Cc1c(C)nc2nc(SCC(=O)NCCCN3CCCC3)nn2c1C	-4	-1.0	-8	0	3.9	-0.3	1	2	-2.4
CCOC(=O)/C(=N\Nc1cccc(C(F)(F)F)c1)N(CCOC)CCOC	-5	-1.5	11	0	u	x	-8	2	-3.8
FC(F)(F)c1cc(Sc2ccccc2)nc(-c2ccccn2)n1	12	2.8	11	-2	-0.1	x	-2	21	0.1
CCc1nnc(NC(=O)c2sc3nc(C)cc(COC)c3c2N)s1	-14	0.3	-2	-5	-0.9	2.0	-9	7	0.2
COc1cc(CN(C(=O)c2cccs2)C2CCS(=O)(=O)C2)cc(OC)c1OC (configuration not stated)	6	-1.6	14	1	0.1	1.5	-2	3	-3.8
CC1CCc2c(C(=O)NCc3ccccn3)csc2C1 (configuration not stated)	0	-1.2	-11	-4	-0.7	0.7	-7	9	-0.5
CC(=O)c1cnc2c(-c3ccc(Cl)cc3)cnn2c1C	-1	-1.0	9	-1	0.7	x	10	0	-1.1
Cc1noc(C)c1C(=O)N(C)CC(=O)Nc1ccc(F)c(F)c1F	-1	0.2	14	0	-2.6	-0.4	0	-4	-1.3
CCOc1ccc(CCNC(=O)COC(=O)c2oc3ccccc3c2COC)cc1OCC	-2	-0.7	22	-2	-0.9	-6.8	-23	-5	-2.3
COc1cccc(NC(=O)CN(C)CC(=O)Nc2ccc(C)cc2Cl)c1	7	0.5	5	1	-0.1	-0.3	-1	16	-2.2
O=C(Nc1cnc2ccccn2c1=O)c1ccc(Cl)cc1Cl	-8	1.9	-6	-4	-0.8	1.2	-2	4	-4.2
CC(=O)C1CCC2C3CCC4CC(=O)CCC4(C)C3C(O)CC12C (configuration not stated)	-1	-2.4	9	-6	0.9	-0.1	-3	0	-1.4
COc1ccccc1-c1sc2cc3c(cc2c1C#CCO)OCO3	-10	5.0	2	-1	1.1	1.8	-8	-1	-16

In the list so far, these contain an NH in an aromatic ring.
SMILES	PrPC TRFRET	PfHsp40 rescue	CCHF vOTU inh	Anthrax LF inh2	BoNT-A LC inh2	TcdB GH inh	BoNT F protease	Yp Topo-I inh	FadD28 binding
OCCOCCNc1ncnc2nc[nH]c12	-1	-1.0	-6	-10	0.0	-0.6	-13	-2	-3.4
CCCCn1c(N)c(N(CCOC)C(=O)c2cc(CC)c(C)s2)c(=O)[nH]c1=O	-2	-0.1	1	-5	-21	-3.0	-29	11	0.2
C#CCOCCOCCOCCNc1nc(N2CCN(C(=O)[C@H](CCC(=O)O)n3cc(C(N)CC(C)C)nn3)CC2)nc(N2CCN(C(=O)[C@H](Cc3cc4ccccc4[nH]3)n3cc(C(N)[C@H](C)CC)nn3)CC2)n1 (some centres not stated)	x	0.2	x	-7	-0.4	x	-5	6	-1.8
Cc1cccc2cc(CN(Cc3ccco3)C(=O)c3cccs3)c(=O)[nH]c12	-1	-1.8	9	-3	-0.1	x	-4	11	-3.0
COCCOC(=O)c1[nH]c2c(c1C)C(=O)CC(c1ccc(F)cc1)C2 (configuration not stated)	7	-1.9	4	-6	-0.2	1.0	3	-11	-2.8
CCN(Cc1nc2cc(Cl)ccc2c(=O)[nH]1)C(=O)CN1C(=O)NC2(CCCCC2C)C1=O (configuration not stated)	9	-0.9	-4	x	x	3.3	x	-1	-1.7
Cc1n[nH]c(=O)c2c(NC(=O)COC(=O)/C=C/c3cccc(C(F)(F)F)c3)oc(C)c12	-8	-1.7	4	-2	0.3	-1.4	0	-4	-1.8
